# Assay outcomes from PubChem BioAssay.
# FEN1 inhibitor: qHTS Assay for the Inhibitors of Human Flap endonuclease 1 (FEN1); P39748; Recombinant FEN1 flap cleavage, fluorescence, 15 min; Potency, µM (doses to about 114 µM), for the others: top-dose activity change, negative = inhibition, actives largely listed as inhibitors; 390,000 tested, 0.35% active; AID 588795, 2011; also: nearly all actives have a fitted effect of over 65% in size
# Target sequence (P39748 whole entry, looked up): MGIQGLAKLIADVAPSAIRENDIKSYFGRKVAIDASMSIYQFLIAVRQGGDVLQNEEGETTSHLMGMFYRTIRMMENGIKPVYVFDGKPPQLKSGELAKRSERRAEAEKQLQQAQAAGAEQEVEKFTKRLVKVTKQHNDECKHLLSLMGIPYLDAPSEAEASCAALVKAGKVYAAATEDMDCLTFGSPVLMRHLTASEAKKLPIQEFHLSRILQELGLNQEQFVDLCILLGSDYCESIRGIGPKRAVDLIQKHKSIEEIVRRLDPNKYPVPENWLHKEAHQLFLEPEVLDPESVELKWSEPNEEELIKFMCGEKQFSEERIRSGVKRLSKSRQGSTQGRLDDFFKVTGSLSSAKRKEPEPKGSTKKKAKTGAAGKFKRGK
#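 Potency values derive from four-parameter Hill fits of normalized qHTS data. The reaction used 10 nM FEN1 preincubated 15 min at room temperature with compound, then 50 nM DNA substrate, read at 0 and 15 min.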
# N370S GC mod: qHTS Assay for Inhibitors and Activators of N370S glucocerebrosidase as a Potential Chaperone Treatment of Gaucher Disease | Lysosomal acid glucosylceramidase (Homo sapiens), P04062 | N370S GC spleen homogenate, 4MU-glucoside fluorescence | Potency, µM (highest dose often 59.4 µM), for inactives: top-dose activity change, negative = inhibition, usual class: inhibitors | 330,000 tested, 0.092% active;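 also: 0% = full enzyme activity and -100% = no enzyme basal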
# DT40 TDP1 CPT: qHTS for Inhibitors of human tyrosyl-DNA phosphodiesterase 1 (TDP1): qHTS in cells in presence of CPT. chicken DT40 Tdp1-/-;hTDP1 cells + 20 nM CPT, ATP luminescence, 48 h. Potency, µM (series often up to 46.2 µM), without a hit: at the top dose activity change, negative = growth inhibition, actives largely listed as inhibitors. 420,000 tested, 12% active. AID 686979, 2013; also: nearly all actives have a fitted effect of over 55% in size
#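 Chicken DT40 Tdp1-/- cells stably complemented with human TDP1 were seeded at 400 cells/well in medium containing 20 nM camptothecin, exposed to pin-transferred compounds, and grown at 37 °C for at least 48 hr. Viability was read as ATP luminescence.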
# * hit, by the source's call; ? = inconclusive; . = no result given; & = joins results of further samples; [ ] = remark or other dose. Calls follow the shape of the dose curve; as a rule, active = well fitted curve in the direction sought with a large enough effect; inconclusive = small, poorly fitted or top-dose-only effect, or another doubt; inactive = no such curve, though single readings can be large; an effect the other way counts as inactive or inconclusive. Unless noted, % is scaled to controls: 0 for no effect and ±100 for the full control effect; potency is read from the fitted curve at half-maximal effect. An excerpt, so the mix of outcomes need not match the whole.
# A first look, six compounds:
# Each structure is followed by: FEN1 inhibitor | N370S GC mod | DT40 TDP1 CPT
CCc1ccc(Nc2sc(C(=O)c3ccccc3)c(N)c2S(C)(=O)=O)cc1
 : -5% | . | ?
Cc1cc(NC(=O)CCc2ccccc2)c([N+](=O)[O-])cc1C
 : -8% | 7% | 3%
Cn1cnc2cc(NS(=O)(=O)c3ccc(Br)cc3)ccc21
 : -5% | -9% | -24%
Cc1ccc(COCC(CC(C)C)N2CCN(C(=O)c3cccc(C(F)(F)F)c3)CCC2=O)cc1 (configuration not stated)
 : -25% | 11% | ?
COc1cc2c(cc1OC)CN(C(=O)CN1CCN(S(=O)(=O)c3ccccc3Br)CC1)CC2
 : -3% | -16% | ?
O=C(CSc1nc(-c2ccccc2)cc(=O)[nH]1)Nc1ccccn1
 : 0% | ? | -2%

# The list itself (from the top)
# Each structure is followed by: FEN1 inhibitor | N370S GC mod | DT40 TDP1 CPT
CCc1ccc(Nc2sc(C(=O)c3ccccc3)c(N)c2S(C)(=O)=O)cc1
 : -5% | . | ?
Cc1cc(NC(=O)CCc2ccccc2)c([N+](=O)[O-])cc1C
 : -8% | 7% | 3%
Cn1cnc2cc(NS(=O)(=O)c3ccc(Br)cc3)ccc21
 : -5% | -9% | -24%
Cc1ccc(COCC(CC(C)C)N2CCN(C(=O)c3cccc(C(F)(F)F)c3)CCC2=O)cc1 (configuration not stated)
 : -25% | 11% | ?
COc1cc2c(cc1OC)CN(C(=O)CN1CCN(S(=O)(=O)c3ccccc3Br)CC1)CC2
 : -3% | -16% | ?
O=C(CSc1nc(-c2ccccc2)cc(=O)[nH]1)Nc1ccccn1
 : 0% | ? | -2%
Cc1ccc(S(=O)(=O)N2CCN(C(=O)COC(=O)c3ncc(Cl)c(Cl)c3Cl)CC2)c(C)c1
 : -2% | . | ?
Cc1ccc(SCc2cn3cccnc3n2)cc1
 : -1% | 6% | -16%
CC(C)CNS(=O)(=O)c1cc(C(=O)OCC(=O)c2ccc3c(c2)OCCO3)c(Cl)cc1Cl
 : -4% | -1% | -21%
CCCN(CCC)S(=O)(=O)c1ccc(C(=O)NCc2ccc3c(c2)OCO3)cc1
 : -21% | 6% | 2%
CCCCN(CC)C(=O)C1CCC(=O)N(c2ccc(OC)cc2)C1c1ccc(OC)c(OC)c1 (configuration not stated)
 : 8% | . | 3%
COc1ccccc1CCN1CCCC(CN(C)C(=O)c2ccc3nc[nH]c3c2)C1 (configuration not stated)
 : 6% | -14% | -4%
Cc1cccc2cc(CN(C(=O)c3cccs3)c3ccccc3)c(=O)[nH]c12
 : 7% | 7% | -19%
CCOC(=O)c1cc(NC(=O)c2ccc(OC)cc2)c(=O)n2c1oc1ccc(Cl)cc12
 : -5% | . | -1%
CCc1nnc(NC(=O)CSc2nnc(C)n2CC2CCCO2)s1 (configuration not stated)
 : 1% | 2% | 2%
CC(=O)c1ccc(NC(=O)c2cc3sccc3n2Cc2ccc(Cl)cc2)cc1
 : 1% | . | 16µM*
O=C(CCC(=O)Nc1nnc(C2CCCCC2)s1)NCc1ccc(F)cc1
 : -14% | 12% | -1%
Cc1ccccc1N1CCN(Cc2cccc(C(=O)O)c2)CC1
 : -3% | -2% | -19%
Cc1cc2oc(C(=O)Nc3c(C(=O)Nc4ccccc4)oc4ccccc34)cc(=O)c2cc1C
 : 29% | . | -3%
COc1cccc(C(=O)c2c[nH]c(C(=O)NCc3ccco3)c2)c1
 : -3% | 18% | ?
Cc1ccc(Oc2ccc(Cl)cc2NC(=O)c2cnccn2)cc1
 : -6% | 16% | 3%
CCN(CC)C(=O)CN(c1cccc(C(F)(F)F)c1)S(C)(=O)=O
 : -3% | 7% | -12%
O=C(Nc1ccccc1)c1cc(S(=O)(=O)NCc2ccncc2)ccc1Cl
 : 3% | -2% | 9.2µM*
O=C(C1CCCCC1)N(Cc1cccnc1)c1nc2ccc(F)cc2s1
 : -19% | . | ?
O=S(=O)(NCC1CCCO1)c1cc(Cl)ccc1Cl (configuration not stated)
 : -7% | 4% | 13%
FC(F)(F)COc1nc(N2CCOCC2)nc(N(c2ccccc2)c2ccccc2)n1
 : -11% | 15% | ?
O=C(CCn1c(=S)oc2ccccc21)NC1CCCCC1
 : 3% | 2% | -3%
O=C(/C=C/c1ccc(O)c(O)c1)OCCc1ccccc1
 : -5% | -13%&-5%&-1%&-4% | 1.5µM*
S=C(NC1CCCC1)N1CCN(c2cccc(Cl)c2)CC1
 : -26% | 6% | ?
Cc1sc2nc(CSCC(=O)N(CCC#N)c3ccccc3)[nH]c(=O)c2c1C
 : -1% | 20% | 18µM*

# More structures.
# Each structure is followed by: FEN1 inhibitor | N370S GC mod | DT40 TDP1 CPT
CN1/C(=C/C=N/NC(=O)c2ccc([N+](=O)[O-])cc2)C(C)(C)c2ccccc21
 : -1% | -11% | ?
N#Cc1cccc(NC(=O)Nc2cccs2)c1
 : -12% | 17% | ?
COc1ccc(CNC(=O)C(=O)NCCC2CCCCN2S(=O)(=O)c2ccccc2)cc1 (configuration not stated)
 : 7% | 1% | ?
Cc1ccc(C)c(NS(=O)(=O)c2cc(C(N)=O)ccc2C)c1
 : -8% | 0% | -21%
COc1cc2c(cc1OC)/C(=C/C#N)NC(C)(C)C2
 : -16% | 2% | -11%
Cc1ccc(NC(=O)Cn2cccc2)cc1Cl
 : -4% | 12% | -26%
CN(CC(=O)Nc1ccccc1Br)C(=O)C1CCN(C(=O)c2ccc(Cl)cc2)CC1
 : 8% | . | -5%
CC(C)c1ccccc1NCC(=O)N1CCN(Cc2ccccc2)CC1
 : -12% | -14% | ?
COc1ccccc1CNC(=O)C1(C)Oc2cccnc2NC1=O (configuration not stated)
 : -6% | -1% | 1%
COc1ccc(S(=O)(=O)N(C)c2ccc(C(=O)NCc3ccco3)cc2)cc1
 : 2% | -7% | ?
Cc1cccc(NC(=O)c2ccc(N3C(=O)C4C5C=CC(C6CC56)C4C3=O)cc2)c1 (configuration not stated)
 : -17% | -5% | ?
Cc1cc(N2CCN(C(=O)c3ccco3)CC2)n2ncc(-c3ccccc3)c2n1
 : -6% | 7% | 23µM*
Cc1ccnc(OC(C(=O)O)C(OCCc2ccccc2)(c2ccccc2)c2ccccc2)n1 (configuration not stated)
 : 1% | 1% | -26%
Cc1ccc(Cn2ccc(NC(=O)c3cc(-c4ccc(Cl)c(Cl)c4)on3)n2)cc1
 : -16% | . | ?
O=C(Nc1cccc(S(=O)(=O)N2CCCC2)c1)c1ccc2ccccc2n1
 : -15% | 4% | 21µM*
CCC1(c2ccccc2)NC(=O)N(CC(=O)N2CCc3ccccc32)C1=O (configuration not stated)
 : -3% | . | ?
CC(C)N(c1ccccc1)c1ccc(NC(=S)NCCN(C)C)cc1
 : -10% | -17% | ?
O=C(CN(C(=O)CCC(=O)Nc1nccs1)c1ccc(F)cc1)NCC1CCCO1 (configuration not stated)
 : 7% | -14% | -11%
Cc1ccccc1-n1nc2c(c1NC(=O)C(C)C)CS(=O)(=O)C2
 : 1% | 6% | -5%
CCOc1ccc(S(=O)(=O)N2CCC(c3ccccc3)CC2)cc1C(=O)O
 : 12% | -16% | 3%
COc1cc(C(=O)NC(=S)Nc2nc(-c3ccc(F)cc3)cs2)cc(OC)c1OC
 : 10% | -6% | 15%
COc1ccc(C2C(C#N)=C(N)N(N(C)C)C3=C2C(=O)CCC3)cc1 (configuration not stated)
 : -9% | 3% | -2%
CC(C)(C)C(=O)COC(=O)c1cc(-c2ccncc2)nc2ccccc12
 : -12% | -8% | 1%
CN(CCN1CCOCC1)Cc1nc(-c2cccs2)no1
 : -13% | -4% | 16%
COc1ccc([N+](=O)[O-])cc1N(CC(=O)N1CCCCC1)S(C)(=O)=O
 : 19% | 4% | 7%
CCOC(=O)c1ccc(S(=O)(=O)N2CCC(C(=O)NCC3CCCCC3)CC2)cc1
 : 4% | . | -13%
CCCc1cc(=O)oc2cc(OCC(=O)Nc3ccc4c(c3)OCCO4)ccc12
 : 5% | 1% | 3%
O=C(c1cccnc1)c1cccnc1
 : -1% | 22% | 20%
O=C(Nc1ccccn1)c1cccc(S(=O)(=O)N2CCOCC2)c1
 : 9% | -4% | -22%
Cc1ccccc1OCC(=O)Nc1ccc(S(=O)(=O)Nc2onc(C)c2C)cc1
 : 8% | -6% | -1%

# (list continues)
# Each structure is followed by: FEN1 inhibitor | N370S GC mod | DT40 TDP1 CPT
CC(=O)c1ccc(S(=O)(=O)NCc2cccnc2)cc1
 : 21% | -6% | -18%
COc1ccc2nc(N3C(=O)C(O)=C(C(=O)c4ccco4)C3c3ccco3)sc2c1 (configuration not stated)
 : 2% | . | 3%
CCOC(=O)c1oc2c(O)c(O)ccc2c(=O)c1-c1nncn1-c1ccccc1
 : -12% | -7% | 0%
COc1ccc(OC)c(S(=O)(=O)N2CCCC(C(=O)NCCc3ccccc3)C2)c1 (configuration not stated)
 : 2% | -15% | -19%
COC(=O)C1=C(C)N(C)C(=O)NC1c1cc(Cl)c(O)c(OC)c1 (configuration not stated)
 : 8% | -3% | -16%
CCOC(=O)C(Cc1c[nH]c2ccccc12)NC(=O)c1ccco1 (configuration not stated)
 : 36%[activator] | 2% | -1%
COc1ccc(C(=O)N/N=C(\c2ccccc2)c2ccccn2)cc1
 : -8% | ? | 2.9µM*
Cc1cc2nc(CN(C)Cc3c(C(=O)N(C)C)nc4ccc(Cl)cn34)[nH]c2cc1C
 : -4% | -7% | ?
CC(=O)C1=C(C)N(c2ccccc2)C(=O)C1(NS(=O)(=O)c1ccc(N)cc1)C(F)(F)F (configuration not stated)
 : -2% | 5% | 14%
CC(C)CC(=O)N1C/C=C\C[C@@H](c2ccc(Cl)cc2)N(Cc2ccc(Cl)cc2)C(=O)[C@@H]1Cc1ccccc1
 : 1% | . | 10µM*
COc1ccc(NC(=O)NC(C)c2c(-n3cccc3)sc3c2CCN(C)C3)c(OC)c1 (configuration not stated)
 : -10% | . | ?
CC(C)CC[C@@H](O)[C@](C)(O)C1CC[C@@]2(O)C3=CC(=O)[C@@H]4C[C@@H](O)[C@@H](O)C[C@]4(C)C3CC[C@]12C (some centres not stated)
 : -4% | . | -5%
CC(=O)Nc1ccc(O)cc1[N+](=O)[O-]
 : 7% | 4% | 6%
CCCCOc1ccc(N=Cc2cccs2)cc1
 : 3% | 1% | -4%
Cc1cc2c(cc1C)/C(=C\C(N)=O)NC(C)(C)C2
 : 3% | -2% | -2%
CCCCN(C)CCNC(=O)c1cc2c(=O)n(C)c3ccccc3c2n1C
 : -14% | . | ?
Cc1csc2sc(-c3ccnc(SCC(=O)NCc4ccccc4)n3)c(C)c12
 : -4% | 6% | 0.73µM*
CN(C(=O)c1coc(=O)c2ccccc12)c1ccccc1Cl
 : -1% | 5% | ?
Cc1ccc2c(C(=O)CNc3nc(C)c(C)s3)c(C)[nH]c2c1
 : 0% | . | ?
CC(OC(=O)c1cc2sccc2n1C)C(=O)NCc1ccc(F)cc1 (configuration not stated)
 : -3% | 1% | -23%
CCOCC(=O)Nc1nnc(Cc2ccc(OC)cc2)s1
 : 14% | 6% | -15%
COc1ccc2nc(Nc3nc(CSc4nnnn4-c4ccccc4)cc(=O)[nH]3)nc(C)c2c1
 : -2% | 1% | ?
O=C(COC(=O)c1cc(-c2ccccc2)nc2c(Cl)cccc12)c1ccc(F)cc1
 : -3% | . | -30%
CC(=O)N(C)c1ccc(NC(=S)Nc2ccccc2)cc1
 : -4% | 3% | -14%
Cc1[nH]c2ccccc2c1/C=N/Nc1nncn1N
 : 0% | 2% | -23%
COCCCN1CC(=O)N2C(c3ccc(OC)c(OC)c3)c3[nH]c4ccccc4c3C[C@H]2C1=O (some centres not stated)
 : -8% | -8% | 5%
O=C1CC(Sc2nnnn2-c2ccccc2)C(=O)N1c1cccc(Cl)c1 (configuration not stated)
 : -13% | -3% | 1.3µM*
Cc1cccc(CN2C(=O)c3ccccc3S(=O)(=O)c3ccc(C(=O)NC4CCCCC4)cc32)c1
 : 6% | . | -24%
O=C(NCc1ccccc1)C1COc2ccccc2O1 (configuration not stated)
 : 7% | 5% | -6%
COc1ccc(NC(=O)CN(C)C(=O)CCCNC(=O)c2ccc(Cl)cc2)cc1
 : 6% | 1% | -1%

# Remaining list, next part:
# Each structure is followed by: FEN1 inhibitor | N370S GC mod | DT40 TDP1 CPT
COc1ccc(N2CCN(S(=O)(=O)c3ccc4c(c3)CCCN4C(C)=O)CC2)cc1
 : 19% | . | 16µM*
COc1ccc(Nc2nnc(-c3ccc(C(N)=O)cc3)c3ccccc23)cc1
 : 5% | -8% | ?
COc1cc(C(=O)OCC(=O)N2CCOCC2)c([N+](=O)[O-])cc1OC
 : -5% | -3% | 34%[activator]
CCN1C(=O)CC(N2CCN(c3ccc(Cl)cc3)CC2)C1=O (configuration not stated)
 : -4% | 9% | -4%
S=C(NNC(=S)Nc1ccccc1)Nc1ccccc1
 : 4% | 1% | 3.7µM*
